# Source: PubChem (several laboratories)
# EBV gp42 block – EBV gp42 inhibition; AID 1085; Q1HVG2; inhibition, % (tested at 21.74 µM); Fluorescence polarization binding assay, mP read-out; actives 0.42% (n = 220,000); in the data active = inhibition above about 50%
# Target sequence (Q1HVG2 whole entry, looked up): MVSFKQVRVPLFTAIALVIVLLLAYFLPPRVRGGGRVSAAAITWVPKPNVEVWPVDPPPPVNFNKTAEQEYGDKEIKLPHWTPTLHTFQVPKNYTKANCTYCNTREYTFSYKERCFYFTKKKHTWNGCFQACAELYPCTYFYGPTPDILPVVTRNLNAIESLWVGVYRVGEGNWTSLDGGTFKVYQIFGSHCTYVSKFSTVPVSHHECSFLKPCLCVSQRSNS
# thrombin 1536 – inhibitors of human thrombin. P00734. alpha-thrombin, Boc-VPR-AMC fluorogenic substrate cleavage. inhibition, % at 5 µM. actives 0.26% (n = 220,000). AID 1046;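 active = inhibition at or above 40%; inactive = inhibition below 40%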;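 note: 0% = enzyme with no compound and 100% = wells without enzyme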
#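 signal = AMC fluorescence, 355/460 nm | material = human alpha-thrombin enzyme | control set = enzyme without compound as high, wells lacking enzyme as low | times = reaction at room temperature | read-out basis = percent inhibition scaled between no-compound controls and no-enzyme blanks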
# Cl transport mod – modulates chloride dependent transport by human KCC2; Q9H2X9; KCC2 cells, thallium flux FluoZin-2 fluorescence; B-score of Tl+ flux slope (higher = more flux/activation; lower = inhibition) at 10 µM; actives 2.2% (n = 190,000); AID 1456;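 active = thallium flux slope and its plate-corrected score both differing from the plate sample mean at a set confidence after two filtering rounds, in either direction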;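 note: slope of fluorescence scaled to starting intensity during 10 to 20 s after thallium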
# eIF4E 4G PPI – blocks eIF4E binding to eIF4G; P63073+Q04637; TR-FRET eIF4E-eIF4GI(517-606) binding, 2 h; inhibition, % at 21.7 µM; actives 0.37% (n = 220,000); AID 782;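 note: 0% = full FRET control wells and 100% = background wells lacking eIF4GI fragment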
# NCF1 inh – p47phox (human) inhibition. P14598. inhibition, % at 24.7 µM. p47phox/p22phox peptide binding, fluorescence polarization, 2 h. actives 0.53% (n = 220,000);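 note: 0% = p47phox with labelled peptide and 100% = labelled peptide alone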
# Target sequence (P14598 whole entry, looked up): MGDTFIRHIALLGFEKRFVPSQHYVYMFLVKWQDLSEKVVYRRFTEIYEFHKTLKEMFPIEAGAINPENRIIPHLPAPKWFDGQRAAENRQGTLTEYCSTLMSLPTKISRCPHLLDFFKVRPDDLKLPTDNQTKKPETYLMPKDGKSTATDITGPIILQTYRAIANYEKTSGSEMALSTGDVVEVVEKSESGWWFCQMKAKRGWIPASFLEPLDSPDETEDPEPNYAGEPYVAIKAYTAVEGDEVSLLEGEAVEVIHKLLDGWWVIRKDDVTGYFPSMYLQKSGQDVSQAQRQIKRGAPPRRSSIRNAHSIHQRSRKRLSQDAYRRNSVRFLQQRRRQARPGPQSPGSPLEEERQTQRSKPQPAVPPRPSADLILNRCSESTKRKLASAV
# Rad51 HR inh – Rad51 (human) homologous recombination inhibition | Q06609 | actives 0.085% (n = 200,000) | hRad51 DNA strand exchange, fluorescence dequenching | inhibition, % at 10 µM;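 active = inhibition above 40% at the single screening dose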;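 note: 0% = DMSO control wells and 100% = blanks with heterologous ssDNA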
#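 Material: Human Rad51 nucleoprotein filaments preassembled on unlabelled ssDNA | Also added: Labelled 47-mer dsDNA for strand exchange | Dosing: Single dose, 10 µM final compound | Schedule: 30-min compound preincubation and 15-min exchange, both room temperature | Technique: Fluorescence dequenching at 485/520 nm | Measure: Percent inhibition relative to plate controls and blanks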
# 14-3-3 Bad inh – disrupts binding of bovine 14-3-3 zeta to phospho-Bad peptide | P63103 | TR-FRET 14-3-3zeta/Dy647-pBad peptide displacement, 1 h | inhibition, % at 21.7 µM | actives 0.71% (n = 220,000);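 active = inhibition above about 70%, limit read from the data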;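 note: 0% = full 14-3-3 plus peptide FRET controls and 100% = background without 14-3-3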
# Target sequence (P63103 whole entry, looked up): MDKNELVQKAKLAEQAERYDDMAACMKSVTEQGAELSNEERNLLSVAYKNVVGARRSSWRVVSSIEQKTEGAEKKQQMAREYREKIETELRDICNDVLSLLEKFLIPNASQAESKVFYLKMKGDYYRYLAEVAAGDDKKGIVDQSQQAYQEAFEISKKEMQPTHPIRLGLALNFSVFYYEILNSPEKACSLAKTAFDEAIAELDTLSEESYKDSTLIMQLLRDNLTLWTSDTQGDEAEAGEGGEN
# Furin inh – inhibitors of human furin; P09958; purified furin, fluorogenic substrate cleavage; inhibition, % at 30 µM; actives 0.061% (n = 220,000); AID 463115; in the data active = inhibition above about 25%; note: inactives centre near -15
# KLK5 inh – kallikrein 5 (human) inhibition; Q9Y337; recombinant hK5, fluorogenic AMC substrate cleavage; inhibition, % at 5 µM; actives 0.59% (n = 210,000); AID 873;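 active = inhibition of 40% or more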;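 note: 0% = enzyme controls without compound and 100% = no-enzyme blanks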
# Numbers without * were called inactive; . = not tested or not shown; [ ] = another dose, or the depositor's remark.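 Rule for the calls, unless noted: active = inhibition above about 30% (limit read from the data); inactive = the rest.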
no.	mol	EBV gp42 block	thrombin 1536	Cl transport mod	eIF4E 4G PPI	NCF1 inh	Rad51 HR inh	14-3-3 Bad inh	Furin inh	KLK5 inh
1	OC(CCCN1CCCCC1)(c1ccccc1)c1ccccc1	-7	-3	0.82	0	-5	-5	3	-13	-11
2	O=C(N/N=C/c1ccc([N+](=O)[O-])o1)C(O)c1ccccc1 (centres undefined)	-9	2	-0.093	0	-13	.	7	-8	7
3	O=C(O/N=C1\CCCc2ccccc21)c1cccs1	-8	-12	-1.1	2	6	-5	-2	-14	-4
4	CCCCCCCCC(=O)N/N=C(\C)c1cccnc1	-11	-7	0.052	8[fluorescence artefact?]	-17	-5	43	-24[20 µM]	-12
5	Cn1c2c(c(=O)n(C)c1=O)C(c1ccc(Cl)cc1)C(C#N)=C(N)O2 (centres undefined)	-13	0	-0.12	5	-9	-6	8	-5	-15
6	COc1ccc(OCc2nnc(SCC(=O)N3CCCc4ccccc43)n2-c2ccc(C)cc2)cc1	-20	0	-0.67	-14	-9	-4	1	-7[20 µM]	-11
7	Cc1cc(C)nc(SCC(=O)Nc2ccc(S(=O)(=O)NCCO)cc2)n1	-5	-2	-0.19	6[fluorescence artefact?]	-10	-3	-2[fluorescence artefact?]	-15[20 µM]	3
8	CC1CCc2cc(F)ccc2N1C(=O)c1cc2nc(-c3ccco3)cc(C(F)(F)F)n2n1 (centres undefined)	-16	0	.	3	-29	-7	0	-20	1
9	CCOc1ccc(N2CC(C(=O)NC(C)C)CC2=O)cc1 (centres undefined)	-10	-9	-0.027	7[fluorescence artefact?]	-1	-6	16	-16	15
10	COc1cccc(S(=O)(=O)NCC(=O)Nc2ccc(C(C)(C)C)cc2)c1	-6	-7	-0.56	4	-8	16	1[fluorescence artefact?]	-17	-3
11	COc1cc(NC(=O)c2ccccc2)c(OC)cc1NC(=O)Cc1cccs1	-1	1	-0.72	39*	-3	-5	1	-27	-2
12	O=C(CSc1ncn[nH]1)Nc1ccc(OCc2ccccc2)cc1	-6	-30	-0.46	4	7	-6	-9	-9	-8
13	O=C(c1ccc(Br)o1)N1CCN(c2ncccn2)CC1	-5	-1	.	-2	-3	-2	2	-19[20 µM]	0
14	CC(CNC(=O)CCc1nnc(CCC2CCCCC2)o1)c1ccccc1 (centres undefined)	-14	-7	-0.96	3	2	.	-3	-13	.
15	CSc1nnc(N(CCC#N)CCC#N)s1	-4	3	0.15	3	-10	0	0	-16	-1
16	CCOC(=O)c1cccc(NC(=O)CN(c2ccc(OC)cc2)S(=O)(=O)c2c(C)noc2C)c1	-9	5	.	1	-18	-6	-5	-11	1
17	O=C(Nc1ccccc1)c1ccccc1OCc1ccc(S(=O)(=O)N2CCOCC2)cc1	3	-17	2.2	0	-3	-4	-7	-11	1
18	COc1cc(O)sc1C=Nc1ccc(Cl)cc1Cl	-1	-5	2.3	-1	-14	-13	-6	-6	0
19	CC(C)CNC(=O)COC(=O)CCC(=O)c1cccs1	-33	-5	-0.016	1	-6	1	-2	-27	-6
20	C=CCNC(=S)Nc1cccc([N+](=O)[O-])c1	0	-2	0.49	2	-23	13	-1	-19	1
21	CCn1nnc(NC(=O)CSc2ccc(Cl)cc2)n1	3	0	0.13	0	-9	3	1	-23	-29
22	Cc1ccc(C(=O)Oc2cccc(-n3cnnn3)c2)cc1	-14	-10	-2.1	-1	-8	-19	11	-8	0
23	Cc1[nH]n(C)c(=O)c1C(=O)c1c(-c2c(Cl)cccc2Cl)noc1C	-3	-6	-0.74	-1	-4	15	-5	-9	6
24	Nn1c(SCC(=O)NC2CCS(=O)(=O)C2)nnc1-c1cccs1 (centres undefined)	-14	3	0.54	5	-15	3	4	-16	-4
25	COc1ccc(C(=O)NNC(=O)Nc2ccc(Cl)cc2)cc1	-6	-9	0.00069	5	-182	7	1	-21	-8
26	CCCNC(=O)N(C)c1nncnc1C(=O)NC	-18	2	0.56	4	1	-1	8[fluorescence artefact?]	-18[20 µM]	-10
27	COc1ccc(N2CC(C(=O)NCc3ccccc3)CC2=O)cc1 (centres undefined)	-15	-4	-1.6	5[fluorescence artefact?]	-8	5	15	-12	-18
28	COC(=O)C(C)(C)NC(=O)c1cccs1	-4	2	.	2	-4	-6	1	-13[20 µM]	-7
29	O=C(Nn1c(-c2ccccc2)nc2ccccc2c1=O)c1ccc([N+](=O)[O-])cc1	-10	2	-0.0053	-3[fluorescence artefact?]	6	-20	9	-9	-4
30	COCCNC(=O)C(=O)N/N=C/c1cccs1	-7	4	.	2	-1	.	-14	-8	20
31	Cc1cc2oc(C(=O)Nc3cccnc3)c(C)c2cc1C	-3	4	.	-1	-4	-1	3	-29	3
32	CCc1n[nH]c(=S)n1/N=C/c1cc(OC)cc([N+](=O)[O-])c1O	-7	-5	2.8	5	21	12	33	-25	-6
33	CC(Sc1nc(-c2ccccc2)cc(C(F)(F)F)n1)C(=O)Nc1ccc2c(c1)OCO2 (centres undefined)	-18	-7	-0.033	11	-9	-1	4	-13	-12
34	Cc1ccccc1NC(=S)NCc1ccc2[nH]c3c(c2c1)CCCC3	0	-2	-0.51	5	-9	.	-8	-14	-14
35	CC(C)N1C(=O)/C(=C\c2nc3ccccc3c(=O)[nH]2)c2ccccc21	3	-10	0.053	6	-1	-5	50	7	-2
36	CC(=O)N(CCCN(C)C)CCC(C)CCC=C(C)C (centres undefined)	-32	3	0.24	5[fluorescence artefact?]	-2	-2	3[fluorescence artefact?]	0	4
37	COc1ccccc1N1CCN(C(=O)c2ccc(CSc3ccccc3)cc2)CC1	17	14	-0.16	8	0	-12	12	-9	13
38	CC(=O)N1CCN(C(=O)COc2ccccc2C(=O)Nc2ccccc2)CC1	-5	-17	0.3	1	2	-8	23	-3	-2
39	Cc1cccc(C)c1N1C(=O)CC(N2CCSCC2)C1=O (centres undefined)	-1	-7	-0.11	-1	0	6	4	-8	-1
40	COc1ccc(-n2c(C)cc(C)c(C(C)=O)c2=S)cc1	0	-6	-0.82	-2[fluorescence artefact?]	4	.	-19	-15	-10
41	CCOC(=O)N1CCN(C(=O)CCCn2nc(C)c3sc4ccccc4c3c2=O)CC1	2	-6	-1.5	0	5	5	-5	-5	2
42	COc1ccc(N(C(=O)COc2ccccc2OC)S(=O)(=O)c2ccc(C)cc2)cc1	-16	5	-0.21	0	-8	3	-5	-26	-4
43	O=C(O)CNC(=O)c1ccccc1Br	-20	-9	-0.095	-1	-10	0	4	-25	-3
44	CC1=C(C(=O)Nc2cc(-c3cccc(F)c3)[nH]n2)C2(CCCCC2)OC1=O	6	-5	0.3	3[fluorescence artefact?]	-21	-7	12[fluorescence artefact?]	-18	-5
45	O=C(Cn1c(NCCCO)nc2ccccc21)c1ccco1	-3	0	.	11[fluorescence artefact?]	1	-3	60	-9	-5
46	CCCNC(=O)N1CCCC(C(N)=O)C1 (centres undefined)	-7	-5	-0.3	7	-13	8	-6	-32	-2
47	COc1ccc(CNC(=O)CN(c2cccc([N+](=O)[O-])c2)S(C)(=O)=O)cc1	-22	.	-0.0014	-1	-9	1	1	-15	-2
48	COc1cccc(N2C(N)=NC(N)=NC2(C)C)c1	-9	1	.	0[fluorescence artefact?]	-7	7	3[fluorescence artefact?]	-15	4
49	COC(=O)C1=C(C)NC(=O)C1(NC(=O)CN1CCCC1=O)C(F)(F)F (centres undefined)	-22	4	0.38	-1	-12	8	2[fluorescence artefact?]	-19[20 µM]	-21
50	CCCCN1CNC(=S)N(c2ccccc2OCC)C1	4	-9	0.44	17	-7	2	-2	-13	-16
51	FC(F)(F)c1ccccc1C1C2=C(Nc3ncnn31)c1ccccc1CCC2 (centres undefined)	7	19	0.025	-2	-15	-1	-4	-2[20 µM]	35
52	CN(C)c1oc(/C=C/c2ccccc2)nc1C#N	-14	-27	0.32	7	-20	-2	12[fluorescence artefact?]	-294	-71
53	Cn1cc(/C=C(\C#N)C(=O)Nc2cccc([N+](=O)[O-])c2)c2ccccc21	5	40	2.5	11	37*	-13	69	-8	16
54	C/C=C(\C)C(=O)NCCN1C2=NC[C@H](Cc3ccc(O)cc3)N2C[C@@H]1Cc1ccc(OC)cc1	0	0	-0.13	-2	2	4	4	-28	-1
55	O=C(NCc1ccco1)c1nn2c(C(F)(F)F)cc(-c3cccs3)nc2c1Cl	-34	4	-0.37	-15	-9	-6	3[fluorescence artefact?]	-9[20 µM]	-1
56	O=C(CCC1CCCN(Cc2cccc(Cl)c2)C1)NCc1ccccc1F (centres undefined)	2	-6	-0.18	0	-10	0	3	-12	-7
57	O=c1[nH]c2ccc(NC(=S)Nc3ccc(Cl)cc3)cc2[nH]1	-28	-1	.	-5	-12	6	1	-20[20 µM]	-2
58	COc1ccccc1NC(=O)NCCN1CCNC1=O	13	-3	0.51	6	-1	8	-11	-11	-4
59	O=C(/C=C/c1ccc(F)cc1)NC(=S)Nc1ccccc1C(=O)NC1CCCCC1	0	-1	0.33	5[fluorescence artefact?]	13	.	9	-17[20 µM]	7
60	CCC(CC)C(=O)Nc1ccc(C)c(O)c1	-13	-11	1.8	4	-1	.	-1	-19[20 µM]	-12

# Next compounds
no.	mol	EBV gp42 block	thrombin 1536	Cl transport mod	eIF4E 4G PPI	NCF1 inh	Rad51 HR inh	14-3-3 Bad inh	Furin inh	KLK5 inh
61	CCNC(=S)N(Cc1cccs1)Cc1cc2cc(OCC)ccc2[nH]c1=O	-4	1	0.28	8	-17	1	-25	-14	-13
62	CN1CCN(S(=O)(=O)c2ccc(N3CCN(C(c4ccccc4)c4ccccc4)CC3)nc2)CC1	0	0	-0.032	3	-16	24	-10	-17	-6
63	CC1=C(C#N)C(/C=N/OCc2ccc(Cl)cc2)CC(=O)N1 (centres undefined)	1	-9	-2.4	0	-11	7	-19	-18	-1
64	COc1ccccc1N1CCN(CC(=O)c2c[nH]c3ccccc23)CC1	-15	-1	-0.34	-3	4	13	-8	-14	0
65	COc1ccc(/C=C2/C(=N)N3C(=NC2=O)Sc2cc(S(C)(=O)=O)ccc23)cc1OC	-11	5	-0.15	1	-30	-3	-2	5	8
66	NC(=O)c1cc2cc(Br)ccc2oc1=NCc1ccccc1	-11	4	.	-4	-12	0	-12	-13[20 µM]	5
67	O=[N+]([O-])c1ccccc1/C=C/CN1CCCCC1	10	-3	0.42	2[fluorescence artefact?]	-10	-10	10[fluorescence artefact?]	-24[20 µM]	3
68	CCCSc1nc2sc3c(c2c(=O)[nH]1)CC(C)CC3 (centres undefined)	-7	-2	1.1	2	-14	.	-3	-10	.
69	O=C1Nc2ccc(S(=O)(=O)NCCC3=CCCCC3)c3cccc1c23	-7	-5	1.2	-4	-14	1	-8	-23[20 µM]	-18

# Profiles as entered above:
# `COc1cccc(S(=O)(=O)NCC(=O)Nc2ccc(C(C)(C)C)cc2)c1` is listed as EBV gp42 block = -6; thrombin 1536 = -7; Cl transport mod = -0.56; eIF4E 4G PPI = 4; NCF1 inh = -8; Rad51 HR inh = 16; 14-3-3 Bad inh = 1[fluorescence artefact?]; Furin inh = -17; KLK5 inh = -3
# `O=C(CSc1ncn[nH]1)Nc1ccc(OCc2ccccc2)cc1` is listed as EBV gp42 block = -6; thrombin 1536 = -30; Cl transport mod = -0.46; eIF4E 4G PPI = 4; NCF1 inh = 7; Rad51 HR inh = -6; 14-3-3 Bad inh = -9; Furin inh = -9; KLK5 inh = -8

# Screen by screen, quoted from above.
# thrombin 1536, entries 61 to 69: 1, 0, -9, -1, 5, 4, -3, -2, -5
# Rad51 HR inh, entries 61 to 69: 1, 24, 7, 13, -3, 0, -10, ., 1
# 14-3-3 Bad inh, entries 61 to 69: -25, -10, -19, -8, -2, -12, 10[fluorescence artefact?], -3, -8
